PP1 counter = counter-screen for PP5 inhibitors: inhibitors of human PP1-alpha. AID 2235. P62136. 320,000 tested, 0.9% active. purified PP1alpha, OMFP fluorescence. inhibition, % at 6.7 µM;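 active = inhibition above the mean inhibition of all tested compounds plus 3 SD, computed separately for each screening campaign, cut at about 15% in these data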
EBNA-1 inh = blocks EBNA-1 binding to DNA. EBNA-1 DNA binding, fluorescence polarization. inhibition, % at 14.8 µM. 300,000 tested, 0.34% active. AID 1950; in the data active = inhibition above about 28%
core dimer inh = blocks dimerization of HCV core protein. TR-FRET GST/Flag-core106 dimerization, 1536-well. inhibition, % at 5 µM. 300,000 tested, 0.33% active. AID 1899;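 active = inhibition above the mean of all tested compounds plus 3 SD, set per screening campaign, cut at about 45% in these data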
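Assay system: tagged HCV core106 pair (GST and Flag); medium: KF-containing HEPES buffer, pH 7.45, DTT, CHAPS, BSA; also added: Eu donor and XL665 acceptor anti-tag antibodies; dosing: 5 µM single dose; timing: compound-protein-antibody incubation 4 h at 22.5 °C; signal: TR-FRET 671 and 617 nm emission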
TPT1 inhibitor = inhibitors of Candida albicans tRNA 2'-phosphotransferase TPT1 | recombinant caTPT1, FP RNA substrate dephosphorylation | inhibition, % at 5 µM | 300,000 tested, 0.81% active | AID 1962;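 active = inhibition above the mean of all tested compounds plus 3 SD, set per screening campaign, cut at about 24% in these data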;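 note: plate controls were DMSO alone for no effect and ferristatin control at 100 nM for full effect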
ZTA DNA inh = counter-screen for EBNA-1 inhibitors: inhibitors of Epstein-Barr virus ZTA. ZTA-DNA binding, fluorescence polarization. AID 2234. inhibition, % at 11 µM. 320,000 tested, 0.15% active. P03206; in the data active = inhibition above about 33%
PP5 inh = inhibitors of human protein phosphatase 5 (PP5); 320,000 tested, 0.18% active; purified PP5c, OMFP substrate fluorescence; inhibition, % at 6.7 µM; P53041;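 active = inhibition above the campaign's mean inhibition across all tested compounds plus 3 SD, cut at about 9.5% in these data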;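 note: 0% = DMSO only and 100% = 100 µM cantharidin control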
Target sequence (P53041 whole entry, looked up): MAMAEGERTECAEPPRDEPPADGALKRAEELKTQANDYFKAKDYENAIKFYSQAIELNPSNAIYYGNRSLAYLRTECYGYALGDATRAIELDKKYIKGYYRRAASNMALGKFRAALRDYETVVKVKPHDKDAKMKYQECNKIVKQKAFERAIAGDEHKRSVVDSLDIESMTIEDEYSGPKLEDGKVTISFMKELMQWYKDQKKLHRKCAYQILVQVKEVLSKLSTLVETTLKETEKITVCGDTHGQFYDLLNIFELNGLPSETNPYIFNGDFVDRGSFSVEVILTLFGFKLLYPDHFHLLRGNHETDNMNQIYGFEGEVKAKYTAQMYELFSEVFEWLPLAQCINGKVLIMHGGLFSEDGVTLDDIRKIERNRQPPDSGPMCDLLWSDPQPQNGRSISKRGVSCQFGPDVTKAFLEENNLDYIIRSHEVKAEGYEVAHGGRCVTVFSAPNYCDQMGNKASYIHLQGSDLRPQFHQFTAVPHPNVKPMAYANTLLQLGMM
JMJD2C inh = blocks human GASC-1 demethylase activity; inhibition, % at 2.35 µM; GST-JMJD2C(1-420) H3K9me3 demethylation, DELFIA europium; 330,000 tested, 0.069% active; Q9H3R0;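 active = more than half of a compound's replicate wells show inhibition beyond 50%, single wells judged on their own value; inconclusive = some, but no more than half, of replicates pass 50% inhibition; inactive = no replicate passes 50% inhibition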;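 note: signal counts dimethyl H3K9 product captured on neutravidin plate; 0% = median of DMSO wells and 100% = 0.3 times that DMSO median; strong numbers were not always called active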
Target sequence (Q9H3R0 1-420 limits assumed): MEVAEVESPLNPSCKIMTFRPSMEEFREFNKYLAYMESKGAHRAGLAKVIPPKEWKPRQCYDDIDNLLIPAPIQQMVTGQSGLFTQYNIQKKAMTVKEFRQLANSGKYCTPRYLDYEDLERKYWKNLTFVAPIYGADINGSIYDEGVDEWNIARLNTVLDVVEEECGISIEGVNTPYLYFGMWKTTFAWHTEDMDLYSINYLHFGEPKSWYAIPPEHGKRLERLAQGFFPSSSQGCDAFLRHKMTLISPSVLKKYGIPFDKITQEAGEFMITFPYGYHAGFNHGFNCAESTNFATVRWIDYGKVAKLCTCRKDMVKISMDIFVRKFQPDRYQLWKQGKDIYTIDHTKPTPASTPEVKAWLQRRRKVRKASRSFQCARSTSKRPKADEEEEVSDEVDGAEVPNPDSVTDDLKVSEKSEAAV
Fh CTSL1 inh = cathepsin L1 inhibition, PFM18AAP counter-screen; inhibition, % at 5.96 µM; AID 1906; 300,000 tested, 0.49% active; recombinant F. hepatica cathepsin L1, Z-Leu-Arg-MCA fluorescence;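 active = inhibition above the mean of all tested compounds plus 3 SD, set per screening campaign, cut at about 17% in these data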;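 note: 0% = plate median of test compound wells and 100% = 1 µM Z-Phe-Ala-diazomethylketone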
CR mimetic SO = caloric restriction mimetics inhibiting age-related superoxide in yeast; superoxide response (% of plate mean), % at 10 µM; S. cerevisiae aged cells, superoxide DHE fluorescence; active compounds read low; AID 2690; 330,000 tested, 0.18% active;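 active = superoxide response under a set limit, about three screen SD below normal, cut at about 65% in these data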;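 note: yeast aged for seven days with compound at 30 °C before DHE staining; 100% = average MFI of all compound-treated wells on the plate with controls excluded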
Starred values were filed as active, the others as inactive; u = inconclusive; x = no result given.

SMILES	PP1 counter	EBNA-1 inh	core dimer inh	TPT1 inhibitor	ZTA DNA inh	PP5 inh	JMJD2C inh	Fh CTSL1 inh	CR mimetic SO
COc1ccc(C2SCC(=O)Nc3c2c(C)nn3-c2ccccc2)cc1 (stereo unspecified)	2	-3	3	-2	4	2.9	10	-3	99
Cc1cc(C)cc(-n2c(C)cc(/C=C3\C(=O)NC(=O)N(C)C3=O)c2C)c1	7	7	17	5	22	0.3	-4	0	103
CCOc1ccc(-n2c(-c3cccs3)nc3ccccc3c2=O)cc1	-1	-7	7	-3	-2	1.2	1	1	104
O=c1c2ccccc2nc(-c2ccccc2)n1-c1ccccn1	-1	-2	3	3	-4	2.3	0	3	109
CN1CCN(c2cn[nH]c(=O)c2Cl)CC1	-6	-9	-2	-4	-17	-1.0	3	0	103
Cc1nn(CC(=O)N2CCC3(CC2)OCCO3)c(=O)c2cc3ccccc3n12	-1	-1	6	2	-1	-1.0	11	-1	93
CCCCCCNC(=O)N[C@@H](Cc1ccc(O)cc1)C(=O)NCCC[C@H]1CN2C(=NC[C@H]2C)N1CC1CCC1	0	4	-7	4	-10	-2.2	-2	4	92
CC(O)(CS(=O)(=O)c1cccc(C(F)(F)F)c1)C(=O)Nc1ccc(C(F)(F)F)cc1 (stereo unspecified)	-1	-3	-7	-3	-6	3.9	2	-1	103
Cc1ccsc1C(=O)C1CCCN(Cc2cc3ccccc3o2)C1 (stereo unspecified)	0	3	-1	-3	-1	1.4	0	0	104
CC1CCCN(c2ccc(C(=O)N3CCC4(CC3)OCCO4)cc2[N+](=O)[O-])C1 (stereo unspecified)	-1	-6	-1	-3	3	2.5	-9	2	97
Cc1ccc2c(c1)CC1(CN2C)C(=O)NC(=O)N(c2ccccc2C)C1=O (stereo unspecified)	-3	-11	7	3	-3	-0.1	-3	3	110
CCCCCCOc1ccc(CN2CCN(C)CC2)cc1	3	-1	-4	0	-21	0.2	2	-3	103
Clc1ccccc1Nc1ncnc(-n2cccc2)n1	-2	-11	1	-3	-5	2.1	-13	-4	99
COc1ccc(Nc2ncc(C(=O)N3CCC4(CC3)OCCO4)c3ccccc23)cc1	-3	3	-2	4	2	3.3	-1	6	102
Cc1ccc(-n2c(O)c(/C=N/N3CCCCC3c3cccnc3)c(=O)[nH]c2=S)cc1 (stereo unspecified)	-2	0	13	19	4	-1.4	0	6	118
COC(=O)C1=C(c2cccc(OC)c2OC)C[C@@H]2CC[C@H]1N2C(=O)N1CCCC1	2	7	8	2	11	-1.1	-4	0	96
CCC[N+]12CCC(CC1)C(C(O)(c1ccccc1)c1ccccc1)C2 (stereo unspecified)	-2	14	-4	-2	-5	0.3	2	-3	87
CCc1ccc(N2C(=O)NC(=O)/C(=C/c3ccsc3)C2=O)cc1	-2	-8	-3	28*	-9	0.1	-1	-6	110
O=C1COc2ccc(C(=O)COC(=O)Cc3ccccc3)cc2N1	-7	-5	-5	-1	-19	-1.4	1	-11	101
COC(=O)C1=C(c2ccc(OC)c(OC)c2)C[C@@H]2CC[C@H]1N2C(=O)N1CCc2cc(OC)c(OC)cc2C1	-2	x	x	x	7	0.0	0	x	96
CCC(=Nc1ccc(OC)cc1OC)c1c(O)n(C)c(=O)n(C)c1=O	2	6	-5	-3	-1	0.9	-6	0	90
CC1(C)C2([N+](=O)[O-])CN3CC1([N+](=O)[O-])CN(C2)C3c1cccnc1 (stereo unspecified)	-4	-3	1	0	1	-0.1	1	-4	103
CCC(C)/C=C(C)/C=C/C1=CC2=C(Cl)C(=O)C(C)(OC(C)=O)C(=O)C2=CO1 (stereo unspecified)	1	-5	-6	-2	17	12*	x	21*	122
COCCCn1c(N)c(C(=O)NCCC(C)C)c2nc3ccccc3nc21	3	-3	-1	2	13	8.2	22	5	117
CCCCCCn1c(O)c(C=Nc2ccccc2N2CCOCC2)c(=O)[nH]c1=S	-1	-8	-1	1	-7	1.3	-5	6	110
Further structures.
SMILES	PP1 counter	EBNA-1 inh	core dimer inh	TPT1 inhibitor	ZTA DNA inh	PP5 inh	JMJD2C inh	Fh CTSL1 inh	CR mimetic SO
O=c1[nH]c(=S)n(-c2ccccc2)c(O)c1/C=N/N1CCOCC1	-5	-8	-12	-1	-13	5.0	1	3	121
CCCCCn1c(=O)c(C(=O)Nc2cc(C)ccn2)c(O)c2ccccc21	-2	-8	4	-1	14	-0.3	-3	3	97
Cc1cc(NC(=O)CCl)nn1C	-1	-12	-4	0	-2	0.7	-2	0	88
CN(C)c1cc(N)c2c(n1)CCC2 (tested in a mixture with another compound)	3	-11	-12	-7	-13	-2.3	-8	13	112
CN1CN(c2cccc([N+](=O)[O-])c2)CN=C1N[N+](=O)[O-]	-2	2	-2	-1	-3	-0.2	11	2	87
Cc1ccc2c(c1)c(=O)c1c3n2CCN(CC#N)C3CC1 (stereo unspecified)	-2	-2	3	1	6	-0.5	1	-1	100
CN1C(=O)NC(=O)/C(=C/c2ccc(C(=O)O)cc2)C1=O	0	3	1	0	1	0.3	24	2	78
COc1ccc(-n2c(C)nc3cc(C(=O)N4CCC5(CC4)OCCO5)ccc32)cc1	-5	-2	0	-2	2	5.5	3	0	93
CN1CCN(c2ccc([N+](=O)[O-])c3cccnc23)CC1	-4	-5	-3	2	-16	1.2	3	-5	117
CC(=NCCc1ccccc1)c1c(O)[nH]c(=O)[nH]c1=O	-4	-5	-7	-1	0	1.0	2	-1	102
N#CC(c1ccccc1)N1CCOCC1 (stereo unspecified)	0	7	3	1	12	-1.1	4	3	96
O=C1CC(c2ccccc2)CC(O)=C1C=NCCN1CCN(C(=O)Cc2ccccc2)CC1 (stereo unspecified)	-5	5	3	-6	15	-3.2	u	-6	98
CCN(CC(=O)Nc1ccc(NC(C)=O)cc1)C(=O)CSC(c1ccccc1)c1ccccc1	1	x	x	x	-6	3.5	1	x	86
O=C(c1cc(F)ccc1F)C1CCCN(CCCc2ccccc2)C1 (stereo unspecified)	-1	7	2	0	-8	1.5	0	1	100
O=C(Nc1ccc(Br)cc1)c1nn(C23CC4CC(CC(C4)C2)C3)cc1Br	-2	-4	-3	1	-8	2.3	31	1	90
O=c1[nH]c(=S)[nH]c(O)c1N=Nc1ccc2c(c1)OCO2	-1	-12	-1	10	1	3.4	-3	8	120
COc1ccc(-n2c(-c3ccccc3)nc3ccccc3c2=O)cc1	-6	11	0	6	19	-1.1	8	-3	101
O=C1/C(=C\c2ccc3c(c2)OCO3)N2CCC1CC2	-2	-8	-2	0	14	4.4	1	0	88
COc1ccccc1CN1CCN(C(=O)COc2cccc(C)c2)CC1	-1	-5	-6	-3	-6	0.6	-1	0	99
CN1C(=O)N(C)C(=O)C2(Cc3cc([N+](=O)[O-])ccc3N(C)C2c2ccccc2)C1=O (stereo unspecified)	-3	1	3	0	-6	0.4	-4	0	99
COC(=O)C1=C(c2ccc(F)cc2OCc2ccccc2)C[C@@H]2CC[C@H]1N2C(=O)NCCOc1ccccc1Cl	4	x	x	x	-24	1.8	0	x	92
O=[N+]([O-])c1cc(F)c(N2CCCCC2)cc1Br	-1	-5	-4	1	-25	1.7	-4	-2	122
CCSc1nnc([C@@H](N)Cc2ccccc2)o1	-1	-12	-4	-1	-5	2.5	2	-4	108
Cc1cccc(NC(=O)[C@@H](NC(=O)N2C[C@H]3C[C@@H](C2)c2cccc(=O)n2C3)C(C)C)c1	0	12	4	1	11	-1.3	7	0	95
C=CCc1cc(C=C2C(=O)NC(=O)NC2=O)cc(OC)c1OCc1ccc(C(=O)O)cc1	-2	-13	3	3	-10	-0.2	9	1	100

In another format: 3 of the compounds above.
| SMILES | PP1 counter | EBNA-1 inh | core dimer inh | TPT1 inhibitor | ZTA DNA inh | PP5 inh | JMJD2C inh | Fh CTSL1 inh | CR mimetic SO |
| --- | --- | --- | --- | --- | --- | --- | --- | --- | --- |
| CN1CCN(c2ccc([N+](=O)[O-])c3cccnc23)CC1 | -4 | -5 | -3 | 2 | -16 | 1.2 | 3 | -5 | 117 |
| CC(=NCCc1ccccc1)c1c(O)[nH]c(=O)[nH]c1=O | -4 | -5 | -7 | -1 | 0 | 1.0 | 2 | -1 | 102 |
| N#CC(c1ccccc1)N1CCOCC1 (stereo unspecified) | 0 | 7 | 3 | 1 | 12 | -1.1 | 4 | 3 | 96 |

Other results follow:
SMILES	PP1 counter	EBNA-1 inh	core dimer inh	TPT1 inhibitor	ZTA DNA inh	PP5 inh	JMJD2C inh	Fh CTSL1 inh	CR mimetic SO
CCC1CO/C(=C(\C(Cl)=C(Cl)Cl)[N+](=O)[O-])N1Cc1ccc(Cl)nc1 (stereo unspecified)	-2	10	4	1	1	-2.1	-3	-4	106
CC(=Nc1ccc2c(c1)CCC2)c1c(O)n(C2CCCCC2)c(=O)[nH]c1=O	-3	9	4	4	17	-1.0	-7	1	106
O=C(COc1ccc(Cl)cc1)N(c1ccc(Cl)cc1)C1CN2CCC1CC2 (stereo unspecified)	-1	9	-4	3	-7	3.6	7	3	101
C[C@H]1CCC/C=C/C2C[C@H](O)CC2[C@H](O)/C=C/C(=O)O1 (stereo partly specified)	-1	16	3	-2	1	-0.1	-4	1	92
CCOP(=O)(OCC)C(NC(=O)c1ccccc1)=C(Cl)Cl	-2	-12	-9	-1	-9	1.9	4	-1	120
O=C1NC(=S)NC(=O)C1=Cc1ccc(Br)s1	-2	-7	4	9	-4	3.3	17	-3	107
CN(C)C(CNC(=O)Cc1ccc(Br)cc1)c1ccccc1 (stereo unspecified)	-2	15	-5	-2	-2	-2.0	16	9	89
CCCCn1c(O)c(C(CC)=NC(C)c2ccccc2)c(=O)[nH]c1=O (stereo unspecified)	2	17	1	-2	8	0.6	13	-1	99
CC1CCCCN1C(=O)Cn1cc(C=C2C(=O)N(C)C(=O)N(C)C2=O)c2ccccc21 (stereo unspecified)	-1	-2	1	2	-11	-0.5	-18	2	92
N#CC1=C(N)Oc2c(c(=O)oc3ccccc23)C1c1ccncc1 (stereo unspecified)	-2	-12	-20	1	1	1.6	x	-4	108
Clc1ccc2[nH]c3c(c2c1)CCNC3	-2	-1	-1	0	-11	2.1	4	3	103
CC(C)c1oc(=O)cc2c1[C@@H](O)[C@H]1OC(=O)[C@@]3(C)C[C@@H](O)[C@@H](O)[C@@]2(C)C13 (stereo partly specified)	1	-6	-15	-4	-9	0.8	-1	-4	103
COC(=O)C1=C(c2ccccc2OCc2ccccc2)C[C@@H]2CC[C@H]1N2C(=O)NCc1ccc(Cl)cc1	9	x	x	x	-3	3.2	16	x	92
O=C(c1ccccc1)c1cn(CC(=O)N2CCCc3ccccc32)c2ccccc12	-2	9	15	0	-9	3.2	7	-1	97
c1ccc(CNCCc2ccc3c(c2)OCO3)nc1	0	-5	4	-12	-7	1.6	18	-9	115
O=C(CN1CCN(CCO)CC1)Nc1ccc(Cl)cc1C(=O)c1ccccc1	-4	-1	-3	-5	-13	1.2	8	2	101
COc1ccc(C(=O)C2CCCN(Cc3ccc(C)s3)C2)cc1OC (stereo unspecified)	-1	-1	2	-1	1	-0.3	1	7	84
CCOC(=O)C1(CCCc2ccccc2)CCN(C2CCCC2)CC1	-2	0	-4	4	-1	0.0	-2	2	102
Cc1nc2ccccc2c(=O)n1-c1ccncc1	-5	4	4	-4	0	-0.4	1	-2	101
CCCC12CN3CCN(C1)CC(CCC)(C3)C2=O	-5	14	2	-3	7	-0.3	1	2	93
CCOc1ccc(NC(=O)C2C3c4ccccc4C(c4ccccc43)C2C(=O)O)cc1 (stereo unspecified)	1	3	6	0	6	0.1	26	3	112

An excerpt (hit frequency here may not be typical).
